# KKLEB cytotox: cytotoxicity in KKLEB CF airway cells, primary screen, cytotoxicity control for CF NF-kB inhibitor project, cell-based, uHTS, fluorescence assay plates | 360,000 tested, 0.36% active | AID 602141, 2011 | KKLEB CF airway cells viability, ATPlite luminescence, overnight; active compounds read low; cells stimulated with P. aeruginosa culture filtrate | activity change (cytotoxicity), % at 5 µM;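 active = corrected activity change at or below -50% at 5 µM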
# EBV LMP1 NFkB: EBV LMP1-driven NF-kappaB luciferase reporter inhibitors, primary screen, cell-based, luminescence, single point. LMP1-induced NF-kappaB luciferase reporter cells. inhibition, % at 12.5 µM. 350,000 tested, 0.69% active; in the data active = inhibition above about 41%;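 note: 0% = neutral control wells and 100% = reference inhibitor control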
# TROY signal inh: inhibitors of TROY-driven NF-kB signaling, primary screen, Q293 LMP1-TROYcd cells, NF-kB luciferase, uHTS; Q293 LMP1-TROYcd NF-kB luciferase reporter, 4 h; 360,000 tested, 0.98% active; inhibition, % at 10 µM;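 active = compounds whose plate-normalised and pattern-corrected inhibition of the luciferase reporter signal at the single screening dose is 50% or more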
# Shn3 3UTR inh: reduction of Shn3 3'UTR firefly luciferase signal, primary screen, Schnurri-3 inhibitor project, cell-based, Clone20 osteoblasts, set 2; inhibition, % at 12.5 µM; Clone20 osteoblast Shn3 3'UTR firefly luciferase, 24 h; 360,000 tested, 0.52% active;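 active = mean inhibition of at least 75% with every replicate also reaching 75%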;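 note: 0% = median of neutral control wells and 100% = pilot-screen positive control compound; some compounds past the cut are filed as inactive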
# COUP-TFII inh: NR2F2 transcriptional activity inhibitors, primary screen, cell-based, luciferase reporter, HEK293T, luminescence. COUP transcription factor 2 (Homo sapiens), P24468. HEK293T NGFI-A luciferase reporter. inhibition, % at 8.6 µM. 370,000 tested, 0.7% active. AID 686940, 2013;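 active = inhibition above a per-plate cutoff, mean inhibition of test wells between control levels plus 3 SD, cut at about 38% in these data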;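 note: cells cotransfected with COUP-TFII expression vector driving the NGFI-A reporter; 0% = median of COUP-TF2 test wells and 100% = reporter-only cells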
# Target sequence (P24468 whole entry, looked up): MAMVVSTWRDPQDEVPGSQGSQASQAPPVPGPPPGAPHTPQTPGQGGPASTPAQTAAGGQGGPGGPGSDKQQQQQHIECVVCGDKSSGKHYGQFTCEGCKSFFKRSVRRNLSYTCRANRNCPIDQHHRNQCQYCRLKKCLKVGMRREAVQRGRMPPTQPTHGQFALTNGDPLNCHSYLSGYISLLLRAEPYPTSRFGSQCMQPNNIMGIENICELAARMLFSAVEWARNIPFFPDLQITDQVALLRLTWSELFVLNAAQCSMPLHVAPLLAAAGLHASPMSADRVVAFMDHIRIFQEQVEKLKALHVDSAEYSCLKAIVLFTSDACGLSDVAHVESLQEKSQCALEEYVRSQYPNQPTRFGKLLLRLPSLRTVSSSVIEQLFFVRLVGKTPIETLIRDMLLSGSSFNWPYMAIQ
# TWEAK-Fn14 inh: inhibitors of TWEAK-Fn14 signaling, primary screen, luciferase reporter cells, uHTS | TWEAK-stimulated Fn14 reporter cells, luciferase luminescence, 8 h | AID 1159606, 2016 | inhibition, % at 10 µM | 360,000 tested, 2% active; in the data active = inhibition above about 50%
# NCOA1 inh: SRC1 coactivator transcriptional activity inhibitors, primary screen, cell-based, luminescence | AID 588354, 2011 | inhibition, % at 3.6 µM | HEK293 GAL4-SRC1 luciferase reporter | 360,000 tested, 0.12% active;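 active = inhibition above the campaign mean plus 3 SD, with each screening campaign given its own cutoff, cut at about 60% in these data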;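 note: 0% = DMSO treated cells and 100% = gossypol at 36 µM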
# NCOA3 inh: SRC3 coactivator transcriptional activity inhibitors, primary screen, cell-based, luminescence. HEK293 GAL4-SRC3 luciferase reporter. inhibition, % at 3.6 µM. 360,000 tested, 0.17% active. AID 588352, 2011;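 active = inhibition above a per-campaign cutoff, the mean of all compounds plus 3 SD, cut at about 60% in these data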;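 note: 0% = DMSO-treated cells and 100% = gossypol-treated cells at 36 µM; higher means less SRC3-driven luciferase light from the GAL4 reporter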
# CF NFkB inh: inhibitors of PAF-induced NF-kB signaling, primary screen, cell-based, GFP fluorescence, uHTS | KKLEB NF-kB-GFP reporter, GFP fluorescence overnight | 360,000 tested, 0.86% active | AID 588850, 2011 | inhibition, % at 5 µM;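 active = at least 50% inhibition at 5 µM, scaled per plate between neutral and stimulator controls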;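 note: PAF is a Pseudomonas aeruginosa culture filtrate used as stimulus; plate controls were PAF-stimulated DMSO wells for no effect and unstimulated DMSO wells for full effect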
# LRH-1 inv ag: LRH-1 (NR5A2) inverse agonists, primary screen, cell-based, luminescence, HEK293T, StAR-luciferase reporter; Nuclear receptor subfamily 5 group A member 2 (Homo sapiens), O00482; AID 602396, 2012; LRH-1 transfected, 24 h; 360,000 tested, 0.13% active; inhibition, % at 3.6 µM;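 active = inhibition above the mean inhibition of all tested compounds plus 3 SD, cut at about 73% in these data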;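 note: 0% = DMSO wells and 100% = reporter-only cells lacking LRH-1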
# Target sequence (O00482 whole entry, looked up): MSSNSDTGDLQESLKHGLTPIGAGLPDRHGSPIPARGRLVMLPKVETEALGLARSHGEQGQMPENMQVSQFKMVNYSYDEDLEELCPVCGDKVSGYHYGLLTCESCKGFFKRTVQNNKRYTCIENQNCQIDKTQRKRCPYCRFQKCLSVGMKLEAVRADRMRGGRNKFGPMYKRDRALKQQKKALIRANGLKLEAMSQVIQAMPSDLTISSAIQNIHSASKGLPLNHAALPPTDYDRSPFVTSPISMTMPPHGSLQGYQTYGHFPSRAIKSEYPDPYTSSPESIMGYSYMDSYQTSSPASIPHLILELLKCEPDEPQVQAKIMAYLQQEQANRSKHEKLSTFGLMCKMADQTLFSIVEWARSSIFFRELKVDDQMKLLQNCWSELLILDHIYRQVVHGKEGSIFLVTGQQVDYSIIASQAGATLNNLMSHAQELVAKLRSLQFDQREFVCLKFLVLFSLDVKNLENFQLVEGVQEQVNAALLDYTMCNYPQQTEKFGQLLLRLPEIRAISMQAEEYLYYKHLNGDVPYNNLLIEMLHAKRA
# TRAIL sens C8: viability loss with TRAIL in NB7+C8 cells, primary screen, TRAIL sensitizer project, cell-based, ATPlite luminescence; inhibition (viability loss, TRAIL sensitization), % at 10 µM; 360,000 tested, 1% active; AID 624354, 2012;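 active = compounds causing at least 50% loss of cell viability in the single-dose screen, relative to plate controls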
# Starred values were filed as active, the others as inactive; . = no result given. A portion of the library; rates above refer to the full screens.
# Sample of the layout:
canonical_smiles	KKLEB cytotox	EBV LMP1 NFkB	TROY signal inh	Shn3 3UTR inh	COUP-TFII inh	TWEAK-Fn14 inh	NCOA1 inh	NCOA3 inh	CF NFkB inh	LRH-1 inv ag	TRAIL sens C8
CC(=O)Nc1sc2c(c1C(N)=O)CCC2	-1	-2	9	-13	11	7	13	26	4	3	-9
CCN(CC)CC(C)(C)COC(=O)c1oc2ccccc2c1C	-18	3	-16	11	-7	-11	5	7	7	5	-2

# Main list, previewed entries included:
canonical_smiles	KKLEB cytotox	EBV LMP1 NFkB	TROY signal inh	Shn3 3UTR inh	COUP-TFII inh	TWEAK-Fn14 inh	NCOA1 inh	NCOA3 inh	CF NFkB inh	LRH-1 inv ag	TRAIL sens C8
CC(=O)Nc1sc2c(c1C(N)=O)CCC2	-1	-2	9	-13	11	7	13	26	4	3	-9
CCN(CC)CC(C)(C)COC(=O)c1oc2ccccc2c1C	-18	3	-16	11	-7	-11	5	7	7	5	-2
c1ccc(OCCN2CCN(C(c3ccccc3)c3ccccc3)CC2)cc1	-5	1	8	14	3	-2	1	6	-2	24	4
Cn1c(CSCc2ccc(Cl)cc2)nnc1SCC(=O)Nc1nccs1	4	4	29	58	11	19	18	11	-5	0	-15
Cc1ccc(Cn2c(CCCO)nc3ccccc32)cc1	20	2	1	-3	-3	2	6	-8	-17	-17	-10
COc1cc(NC(=O)Cn2ccsc2=N)c(C)cc1[N+](=O)[O-]	-1	2	5	-4	18	-8	1	8	-4	44	2
O=C(NC1CCCCC1)[C@H](CSCc1ccccc1)N1Cc2ccccc2C1=O	-3	-2	5	12	4	-2	-6	-19	-1	5	2
CCN1C(=O)N(C)[C@@H](c2ccccc2)C(C(C)=O)=C1C	6	4	-16	-16	-1	-1	-2	-3	-13	-34	-12
CCSc1nnc(NC(=O)CCn2c(=O)oc3ccccc32)s1	12	79*	-4	20	-6	6	5	-1	5	-14	-12
c1ccc(Cn2c(CNc3nc4ccccc4n3CCN3CCOCC3)nc3ccccc32)cc1	-5	7	2	-2	6	-9	-8	-4	-7	-9	9
Cc1cccc(Nc2nc(-c3ccc(O)c(O)c3)cs2)n1	30	-3	-12	1	-49	-18	-54	-77	-31	-2	19
Cc1ccc(NC(=O)c2ccc3c(c2)C(=O)N(c2cc(C)ccc2C)C3=O)nc1	5	0	3	11	-15	-4	-6	-19	12	-48	9
CC(OC(=O)Cn1cnc2c1c(=O)n(C)c(=O)n2C)C(=O)NC1CCCCC1C (stereo unspecified)	15	-2	-1	-3	-2	16	9	-11	-19	-3	-2
Clc1ccccc1CSc1ncccn1	-1	-1	-18	3	-3	-29	-15	-7	12	-18	-1
C=CCn1c(SCC(=O)Nc2cc(OC)c(NC(=O)c3ccco3)cc2OC)nnc1-c1ccncc1	2	2	9	10	6	-1	-8	-8	-10	39	3
CCN(CC)CCC(c1ccc2c(c1)OCO2)c1c(OC)cc(OC)c2c(-c3ccccc3)cc(=O)oc12 (stereo unspecified)	-10	2	-8	-18	4	-11	5	8	9	7	13
CCn1nnc(NC(=O)c2ccc(Br)o2)n1	1	-4	-14	-3	1	19	-51	-8	4	-5	-8
COC(=O)c1ccc(C(=O)Nc2ccc3nc(-c4cccnc4)[nH]c3c2)cc1	12	2	-5	3	-3	15	-30	5	-44	3	33
COc1cccc(OC)c1C(=O)NC(=S)Nc1ccc2c(c1)C(=O)N(C)C2=O	-2	1	-1	0	-5	21	11	24	11	-12	-16
COc1ccc(S(=O)(=O)N(C)C[C@H]2OCCCC[C@H](C)Oc3ccc(N(C)C)cc3C(=O)N([C@H](C)CO)C[C@@H]2C)cc1	12	-8	2	-8	15	7	2	-9	-21	-20	-4
Cc1sc(NC(=O)c2cccnc2)nc1-c1ccccc1	0	-11	-14	-43	8	12	-9	4	-16	-19	-9
CCN(CC)C(CNC(=O)c1cc(=O)[nH]c2ccccc12)c1ccccc1Cl (stereo unspecified)	1	4	-5	10	-12	17	3	-18	1	-5	22
CC(C)n1cc(/C=N/Nc2ccc(Cl)c(C(=O)O)c2)c2ccccc21	12	-35	4	-46	.	-17	-67	-83	13	-82	-14
c1ccc(-c2cnc(-c3ccccc3)nc2)cc1	-16	5	1	20	-26	67*	-121	-123	-8	-93	75*
CC(=O)Oc1ccc2nc(/C=C/c3ccccc3)oc(=O)c2c1	12	-4	-13	4	25	9	12	8	8	-6	36
CC(=O)Nc1nonc1-c1nc2ccccc2n1CCC(C)C	-15	0	23	6	20	5	15	13	33	12	7
COc1cc(/C=C(\C#N)C(=O)N2CCc3ccccc32)ccc1O	2	7	-19	-17	1	7	-13	14	3	-5	-25
N#Cc1cc(C(=O)Cc2ccccc2)c[nH]1	2	-11	-9	-31	-8	10	-29	-4	-6	-5	-5
CC(=O)c1ccc(NC(=O)CN2C(=O)NC3(CCCc4ccccc43)C2=O)cc1 (stereo unspecified)	13	3	9	6	4	9	-12	-2	-21	10	13
CCOc1ccccc1NC(=O)N1CCC(NC(=O)c2cccc(C)c2)CC1	4	4	-3	-14	13	5	-8	-7	0	2	-2
O=C(Nc1scc(-c2cccs2)c1C(=O)O)c1cccs1	4	-8	-26	-10	-7	-3	-9	3	1	-3	-9
CC(C)C(NS(=O)(=O)c1cccc2nsnc12)C(=O)NCc1ccc2c(c1)OCO2 (stereo unspecified)	-9	-13	-5	5	1	4	2	8	-17	-3	-19
CC1CCN(C(c2ccc(N(C)C)cc2)c2nnnn2Cc2ccccc2)CC1 (stereo unspecified)	3	-7	-4	5	-4	16	-15	3	4	-10	6
Cc1cccc(C(=O)O)c1O	6	.	-6	-7	1	-10	-2	6	-21	18	2
COc1ccccc1C(=O)Nc1cccc(NC(=O)c2ccccc2OC)n1	4	10	1	5	-7	-16	0	-4	12	-19	14
COCCSc1ccccc1C(=O)Nc1ccc(Cl)cn1	-2	-19	-6	-35	4	8	-9	19	-8	-2	-1
CC(=O)c1cccc(-c2ccnc3c2CC(C(=O)Nc2ccc(F)c(Cl)c2)O3)c1 (stereo unspecified)	6	.	35	28	29	33	19	11	-27	3	18
Cc1nc2cnccc2n1C	-3	2	9	1	23	10	11	13	8	9	4
Cc1nc2c(-c3ccc(Cl)cc3)cnn2c(N)c1-c1ccc(F)cc1	-24	-57	80*	-40	52*	95*	49	50	8	29	33
O=C1CC(c2ccc(O)cc2)Oc2cc(O)ccc21 (stereo unspecified)	-8	0	-16	3	-13	-12	0	-3	0	20	-14
CC(CCCN(C)C)C(Cc1ccccc1)c1ccccc1 (stereo unspecified)	-1	.	-6	8	-3	-41	13	17	7	-4	0
Cc1cc(C)c(NC(=O)COC(=O)Cc2cccs2)c(C)c1	-20	-8	-21	-5	-15	1	11	2	13	3	0
CN(C)S(=O)(=O)c1ccc(/C(O)=C2/C(=O)C(=O)N(CCCN3CCOCC3)C2c2ccncc2)cc1 (stereo unspecified)	-2	-8	20	9	-20	0	9	31	9	13	0
O=[N+]([O-])c1ccc(S(=O)(=O)N/N=C/c2ccc3c(c2)OCO3)cc1	4	-1	-65	-10	0	-3	-10	-5	-15	1	-1
Cc1cccc(-c2cc(C(=O)NCc3ccccn3)c3ccccc3n2)c1	-11	-1	-15	-13	7	-1	-22	4	-16	3	23
C=CCn1c(SCN2C(=O)c3ccccc3C2=O)nc2ccc(Cl)cc2c1=O	-12	4	11	75	2	42	21	23	12	12	33
COCCNC(=O)C(=O)N/N=C/c1cccs1	-5	0	-11	9	-4	-5	-22	-1	2	3	0
CCCCC[C@H](C)N1C[C@@H](COCc2ccccc2)Oc2cc(N3CC[C@@H](N(C)C)C3)ccc2S1(=O)=O	.	.	-1	.	3	-25	.	.	.	-48	11
O=S1(=O)CC(N2CCN(CCO)CC2)CN1C1CCCCC1 (stereo unspecified)	-6	.	4	5	3	-27	-3	-8	-1	1	5
O=C(NCc1ccccn1)c1ccccc1-c1ccccc1	3	-2	15	2	7	-3	5	11	1	3	1
O=C(Nc1ccccc1)C1CCCCN1S(=O)(=O)c1ccccc1 (stereo unspecified)	-1	-4	18	12	18	-6	2	-22	14	-6	5
CC1CCCCC12NC(=O)N(CC(=O)N1CCN(Cc3ccc(C#N)cc3)CC1)C2=O (stereo unspecified)	10	7	7	22	13	12	-11	34	-9	24	13
CCc1ccc(N2CC(C(=O)Nc3ccc(S(=O)(=O)Nc4ncccn4)cc3)CC2=O)cc1 (stereo unspecified)	3	0	-4	23	-3	-12	8	1	1	-4	19
NC1=NC(=Nc2ccc(Br)cc2)c2ccccc21	-20	-53	-65	4	-6	10	7	4	18	-5	7
COc1cc(CNc2ccccc2)c([N+](=O)[O-])cc1OC	8	-4	5	-10	-5	-36	4	-47	5	5	-6
CC(=O)c1cn(CC(=O)NCc2cccnc2)c2ccccc12	7	-1	11	16	23	12	0	13	-5	24	-10

# Next part
canonical_smiles	KKLEB cytotox	EBV LMP1 NFkB	TROY signal inh	Shn3 3UTR inh	COUP-TFII inh	TWEAK-Fn14 inh	NCOA1 inh	NCOA3 inh	CF NFkB inh	LRH-1 inv ag	TRAIL sens C8
O=c1c2c(nc3n1CCCCC3)sc1c(O)cccc12	4	-31	-30	-44	-34	15	-100	-117	5	-122	30
O=C(Nc1cccc(Cl)c1)c1ccc(NCC2CCCO2)c([N+](=O)[O-])c1 (stereo unspecified)	-5	-11	-28	-11	-4	-48	2	5	-12	-11	6
CCCc1cc(C(=O)NNC(=S)Nc2cccc(C)c2)cs1	11	-28	-27	-107	-28	-9	-90	-66	-7	-100	9
CCCCOc1ccc(Cl)cc1CSc1nnc(C)n1N	8	1	5	4	2	13	9	20	1	3	19
CC(C)(C)c1ccc(C(=O)N2CCC(=O)N([C@H](COCc3ccccc3)Cc3ccccc3)CC2)cc1	.	.	19	.	-7	12	.	.	.	-5	9
COc1ccc(CCNC(=O)[C@H](CC(C)C)NC(=O)N2CCn3c2nc2ccccc23)cc1OC	2	5	4	0	-10	11	16	-4	3	1	-3
COc1cc(/C=C2/SC(=O)N(CC(=O)N3CCCC3)C2=O)ccc1Oc1ccc([N+](=O)[O-])cn1	13	11	-2	22	8	10	-4	9	-40	28	-2

# Compound activity (PubChem BioAssay)
